Screens as filed in PubChem.
ALDH1A1 block: blocks purified human ALDH1A1 activity | P00352 | Purified ALDH1A1, NADH fluorescence, propionaldehyde substrate | Potency, µM (top dose mostly 75.3 µM), without a hit: at the highest dose activity, negative = inhibition, usual class: inhibitors | hit rate 7.3% among 220,000; active = well fitted inhibition curve with a large enough effect, not every such curve was filed as active; inconclusive = small, poorly fitted or top-dose-only effect, or another doubt; inactive = no such curve, though single readings can be large or run the other way;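 note: plate controls were no enzyme wells and a reference inhibitor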
Target sequence (P00352 whole entry, looked up): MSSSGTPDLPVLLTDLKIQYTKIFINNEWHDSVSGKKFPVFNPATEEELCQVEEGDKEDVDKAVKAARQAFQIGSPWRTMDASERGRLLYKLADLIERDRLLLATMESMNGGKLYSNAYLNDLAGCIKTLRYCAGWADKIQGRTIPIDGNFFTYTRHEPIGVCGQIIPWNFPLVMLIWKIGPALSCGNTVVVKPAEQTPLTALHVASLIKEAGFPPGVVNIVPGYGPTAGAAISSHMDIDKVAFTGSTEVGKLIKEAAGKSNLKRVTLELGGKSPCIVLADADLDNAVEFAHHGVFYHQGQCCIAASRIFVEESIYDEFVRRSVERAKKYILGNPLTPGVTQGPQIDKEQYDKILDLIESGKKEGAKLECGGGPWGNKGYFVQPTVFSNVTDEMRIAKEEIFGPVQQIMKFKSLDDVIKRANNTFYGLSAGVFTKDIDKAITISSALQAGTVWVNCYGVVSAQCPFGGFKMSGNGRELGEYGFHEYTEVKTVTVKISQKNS
KDM4E inh: JMJD2E (human) inhibition; AID 2147; Potency, µM (series often up to 57.1 µM), inactives show at the top dose activity change, negative = inhibition, actives largely listed as inhibitors; B2RXH2; hit rate 1.6% among 230,000; JMJD2E catalytic domain, FDH-coupled NADH fluorescence (FDH is formaldehyde dehydrogenase); active = well fitted inhibition curve with a large enough effect, not every such curve was filed as active; inconclusive = small, poorly fitted or top-dose-only effect, or another doubt; inactive = no such curve, though single readings can be large or run the other way;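 note: 0% = wells with enzyme and -100% = buffer wells without enzyme; nearly all actives have a fitted effect of over 50% in size; many of its hits are not listed in these tables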
Target sequence (B2RXH2 1-337 limits assumed): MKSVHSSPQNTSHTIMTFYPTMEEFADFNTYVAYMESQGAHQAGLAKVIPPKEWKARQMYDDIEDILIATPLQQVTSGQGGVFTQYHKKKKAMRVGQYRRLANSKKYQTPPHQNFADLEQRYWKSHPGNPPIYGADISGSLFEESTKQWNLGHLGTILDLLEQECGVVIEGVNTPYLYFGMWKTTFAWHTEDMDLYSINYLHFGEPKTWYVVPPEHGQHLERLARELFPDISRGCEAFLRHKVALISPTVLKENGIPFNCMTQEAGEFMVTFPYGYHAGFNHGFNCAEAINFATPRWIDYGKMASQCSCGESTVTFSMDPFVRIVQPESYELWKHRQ
Tau ThT inhib: blocks human tau fibril formation measured by thioflavin T; P10636; recombinant tau K18 P301L, heparin-induced fibrillization, ThT fluorescence; Potency, µM (highest dose often 57.4 µM), for inactives: at the top dose activity, negative = inhibition, most hits filed as inhibitors; hit rate 2.1% among 270,000; AID 1460; note: % is set by controls: 0 for no effect and ±100 for the full control effect; nearly all actives have a fitted effect of over 55% in size
Target sequence (P10636 561-689 P618L limits assumed): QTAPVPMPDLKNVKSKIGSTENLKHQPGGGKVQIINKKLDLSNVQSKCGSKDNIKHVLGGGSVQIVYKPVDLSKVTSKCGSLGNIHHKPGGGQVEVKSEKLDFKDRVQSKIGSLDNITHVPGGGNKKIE
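Aggregation was driven by heparin (20 uM final) acting on recombinant tau […] bearing P301L in 100 mM sodium acetate pH 7; fibrils were detected with Thioflavin T.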
Tau FP inhib: blocks human tau fibril formation measured by polarization; hit rate 0.39% among 280,000; Potency, µM (series often up to 57.7 µM), for the others: at the highest dose activity, negative = inhibition, usual class: inhibitors; K18 P301L tau heparin fibrillization, Alexa594 FP, 6 h; P10636; note: % is set by controls: 0 for no effect and ±100 for the full control effect; nearly all actives have a fitted effect of over 55% in size
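Quantitative HTS format: compounds meet 15 uM recombinant K18 P301L tau and Alexa 594-tau tracer in 100 mM sodium acetate pH 7; 20 uM heparin triggers fibrillization at 37 C over 6 hr; FP gives the signal.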
Tau fluor cs: counter-screen for tau fibril formation inhibitors; tau K18 P301L Alexa594 fluorescence, heparin fibrillization; Potency, µM (doses to about 57.7 µM), for inactives: top-dose activity change, negative = decrease; hit rate 0.93% among 280,000; note: % is set by controls: 0 for no effect and ±100 for the full control effect; nearly all actives have a fitted effect of over 55% in size
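Human tau K18 P301L (15 uM unlabeled, 0.24 uM Alexa 594-labeled) in 100 mM sodium acetate pH 7 with 20 uM heparin, 6 hr at 37 C. ThT 30 uM added, 1 hr ambient; Alexa 594 FP and total fluorescence read at 555/632 nm.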
SMN2 splice enh: enhancers of SMN2 splice variant expression; HEK293 SMN2-luciferase splicing reporter, luminescence, 30-36 h; AID 1458; hit rate 2.8% among 210,000; Potency, µM (top dose mostly 46.1 µM), without a hit: top-dose activity change, positive = activation, actives largely listed as activators; note: % of control where 0% means no effect; nearly all actives have a fitted effect of over 55% in size
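HEK293 cells carry an SMN2 minigene-luciferase reporter in which exon 7 inclusion puts luciferase in frame. Cells were seeded at 2000 cells/well, attached for 10-12 hours, then exposed to compounds for 30-36 hours at 37C before ONE-Glo luminescence.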
HTT cytoprotect: cytoprotection in Huntington HTT-Q103 PC12 cell model; hit rate 0.14% among 230,000; Potency, µM (series often up to 56.4 µM), for inactives: cytoprotection (ATP increase), usual class: activators; AID 1471; PC12 HTT-Q103 induced, cytoprotection, ATP luminescence, 40 h;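 note: % of control where 0% means no effect; nearly all actives have a fitted effect of over 45% in size; toxic huntingtin expression switched on by the ecdysone agonist tebufenozide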
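Compounds were screened for protection of PC12 cells against cell death after tebufenozide induction (100 nM final) of mutant Huntingtin exon 1 (Q103) fused to GFP.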
HTT aggregate: inhibitors of mutant huntingtin aggregate formation in PC12 cells; Potency, µM (titrated, usually from 46.1 µM), inactives show at the top dose activity change, negative = inhibition, actives largely listed as inhibitors; hit rate 1.1% among 220,000; PC12 HttQ103-GFP aggregates, Acumen cytometry, 40 h; note: % is set by controls: 0 for no effect and ±100 for the full control effect; nearly all actives have a fitted effect of over 60% in size
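Compounds (qHTS titration) were added to PC12 cells expressing an ecdysone-driven HTT exon 1 Q103–GFP fusion after induction with 100 nM tebufenozide. Aggregate formation was measured as GFP objects in cell lysates.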
Starred values were filed as active, the others as inactive; ? = inconclusive; . = not tested or not shown; [ ] = remark or other dose. Unless noted, calls come from the whole dose curve; as a rule, active = well fitted curve in the direction sought with a large enough effect; inconclusive = small, poorly fitted or top-dose-only effect, or another doubt; inactive = no such curve, though single readings can be large; an effect the other way counts as inactive or inconclusive. Potency is the fitted concentration of half-maximal effect. Some of the compounds tested, so the mix of outcomes need not match the whole.

SMILES	ALDH1A1 block	KDM4E inh	Tau ThT inhib	Tau FP inhib	Tau fluor cs	SMN2 splice enh	HTT cytoprotect	HTT aggregate
COc1ccc([N+](=O)[O-])cc1/C=N/NC(=O)CNC(=O)c1cccc(F)c1	?	?	?	6.7%	-9.5%	-12.5%	3.9%[10 µM]	1.5%
COc1ccc(NC(=O)Nc2nnc(N3CCCCC3C)s2)cc1OC (stereo unspecified)	?	-1.7%	?	?	?	-3.7%	-21.3%	-22.2%
Cc1ccc(S(=O)(=O)N2CCN(c3nc(C)c4c(c3C#N)CC(C)(C)OC4)CC2)cc1	?	?	-0.3%	7.7%	6.7%	.	-25.4%	-9.8%
CCN1C(=O)C(CC(=O)Nc2cccc(C(C)=O)c2)S/C1=N\c1ccccn1 (stereo unspecified)	-13.4%	-8.1%	-4.4%	-1.2%	-18.9%	2.7%	.	-7.5%
COc1cc2c(cc1NC(=O)c1cncc(Br)c1)oc1ccccc12	89.4%[activator]	.	-10.9%	-8.2%	-26.0%	15.4%	-23.8%	-3.0%
CC(NCc1cccc(OCc2ccccc2)c1)C(O)c1ccccc1 (stereo unspecified)	13.0%	11.7%	-0.8%	-1.7%	-13.2%	-14.3%	13.8%[10 µM]	1.5%
CCN1CCSc2ccc(C(=O)NCc3cccc(Br)c3)cc21	.	.	?	?	?	8.5%	.	.
COc1ccccc1N1CCN(C(=O)c2ccc(CS(=O)(=O)c3ccccc3OC)o2)CC1	17.8µM*	3.3%	2.7%	6.0%	16.2%	-27.9%	7.7%	13.5%
CCOC(=O)c1sc(NC(=O)CSc2nc3c(cc2C#N)CCCCC3)c(C#N)c1C	-2.7%	?	-18.6%	?	-25.1%	4.3%	-24.6%	5.62µM*
COc1ccc(N(CC(=O)Nc2ccc3c(c2)OCO3)S(=O)(=O)c2c(C)nn(C)c2C)cc1	?	0.7%	3.3%	1.5%	-2.7%	-3.6%	-6.8%	-3.2%
Cc1ccc(C(=O)c2cc3ccccc3o2)cc1[N+](=O)[O-]	?	-5.8%	?	?	?	-4.1%	-9.8%	-15.8%
COC(=O)c1sccc1NC(=O)CSCC(=O)O	10.7%	11.1%	-2.9%	12.3%	1.3%	7.9%	-0.3%[10 µM]	-3.7%
O=C1/C(=C\c2ccccn2)SC(=S)N1Nc1ncc(C(F)(F)F)cc1Cl	?	-1.3%	28.2µM*	?	-29.5%	-3.5%	16.9%	-8.3%
COc1ccc(F)cc1C(=O)C1CCCN(Cc2ccc3c(c2)OCCO3)C1 (stereo unspecified)	-1.8%	?	-1.1%	-2.8%	-9.6%	.	-0.7%[10 µM]	1.9%[9.22 µM]
CCOC(=O)C1(Cc2ccccc2)CCN(Cc2csc(C(C)=O)c2)CC1	?	-1.1%	-7.0%	-1.6%	-3.8%	.	-0.1%[10 µM]	6.6%[9.22 µM]
O=C1COc2ccc(C(=O)COC(=O)CNC(=O)C3CCCCC3)cc2N1	0.2%	-16.1%	-6.1%	-5.3%	-6.5%	5.3%	-30.5%[inhibitor]	6.6%
C=CCn1c(O)c(CN2CCN(Cc3ccccc3)CC2)c(C)c(C#N)c1=O	?	?	15.8µM*	?	-23.4%	-6.7%	-10.5%[10 µM]	-4.5%
O=C(Cc1ccccc1)N/N=C/c1cccs1	-0.6%	6.7%	-9.6%	-8.3%	-8.2%	-5.7%	1.7%	1.0%
Cc1ccc(NC(=O)Nc2cc(Cl)ccc2C2COC(=O)C2=N)cc1 (stereo unspecified)	7.51µM*	5.7%	12.1%	7.9%	16.5%	2.6%	-8.6%[10 µM]	-0.4%
O=C(NCCCn1ccnc1)c1noc2c1CCCC2	7.0%	7.6%	3.0%	-6.5%	2.1%	3.0%	-6.3%	0.3%

Compound profiles (already shown). Screens in order: ALDH1A1 block | KDM4E inh | Tau ThT inhib | Tau FP inhib | Tau fluor cs | SMN2 splice enh | HTT cytoprotect | HTT aggregate
Record of CC(NCc1cccc(OCc2ccccc2)c1)C(O)c1ccccc1 (stereo unspecified) : 13.0% | 11.7% | -0.8% | -1.7% | -13.2% | -14.3% | 13.8%[10 µM] | 1.5%
Record of COc1ccc(NC(=O)Nc2nnc(N3CCCCC3C)s2)cc1OC (stereo unspecified) : ? | -1.7% | ? | ? | ? | -3.7% | -21.3% | -22.2%
Record of CCN1CCSc2ccc(C(=O)NCc3cccc(Br)c3)cc21 : . | . | ? | ? | ? | 8.5% | . | .
Record of Cc1ccc(S(=O)(=O)N2CCN(c3nc(C)c4c(c3C#N)CC(C)(C)OC4)CC2)cc1 : ? | ? | -0.3% | 7.7% | 6.7% | . | -25.4% | -9.8%

New compounds follow
SMILES	ALDH1A1 block	KDM4E inh	Tau ThT inhib	Tau FP inhib	Tau fluor cs	SMN2 splice enh	HTT cytoprotect	HTT aggregate
CC(=O)N(CC(=O)O)c1ccccc1C(=O)O	2.5%	2.8%	4.2%	-3.9%	-1.3%	-0.3%	4.7%	-4.1%
O=C(O)C#Cc1cccc2ccccc12	.	2.8%	4.1%	3.6%	2.0%	.	-50.6%[inhibitor][10 µM]	-31.9%[9.22 µM]
O=C(CCCCn1c(=S)[nH]c2ccsc2c1=O)NCc1ccco1	5.4%	-7.1%	-7.5%	4.3%	2.0%	-25.2%	-4.5%	3.4%
Cc1cccc(C2N(c3nccs3)C(=O)C3CCCN32)c1 (stereo unspecified)	?	?	-6.8%	?	?	.	-27.6%	-0.2%
CCCCCC1(C)NC(=S)N(c2ccccc2)N1 (stereo unspecified)	?	?	?	-16.2%	-13.1%	-41.4%[inhibitor]	-12.1%	18.1%
Cc1ccc(CNC(=O)CSc2c3c(nc4ccc(Cl)cc24)CCCC3)cc1	.	.	-9.0%	-7.7%	-5.4%	-11.0%	.	.
CCOc1c(CNCCNC(=O)c2nonc2N)cccc1OC	9.7%	4.3%	-11.1%	-7.9%	-10.2%	17.4%	2.3%	-20.4%
CNC(=O)CN1C(=O)NC(Cc2c[nH]c3ccccc23)C1=O (stereo unspecified)	10.8%	-7.1%	-2.6%	1.5%	-13.4%	.	3.7%[10 µM]	6.0%[9.22 µM]
COc1ccc(CNC(=O)c2c(O)c3cccc4c3n(c2=O)CCC4)cc1OC	1.0%	20.3%	12.6%	12.8%	6.5%	-46.4%[inhibitor]	-8.2%[1.9 µM]	-10.8%
Cc1ccc(NC(=O)CCn2c(=O)oc3ccccc32)c(C)c1	-1.7%	-6.2%	-7.2%	-8.3%	-13.5%	-6.9%	-24.2%	10.2%
CCNC(=O)CC1C(=O)N(c2ccc(C)cc2)C(=O)N1Cc1ccccn1 (stereo unspecified)	2.0%	9.1%	-1.4%	-1.8%	0.6%	.	4.6%	-22.8%
O=C(O)Cn1c(SCc2ccccc2)nc2ccccc21	7.6%	-1.5%	-6.6%	-5.2%	-4.7%	-2.8%	-1.8%	-6.2%
COc1ccc(-c2noc(CCC(=O)Nc3ccc(C(F)(F)F)cc3)n2)cc1	.	.	?	?	-18.0%	-33.6%[inhibitor]	.	.
Cc1cccc(OCCn2c(S(=O)(=O)O)nc3ccccc32)c1	-28.1%	-3.7%	-2.7%	0.8%	0.9%	7.9%	-0.3%	12.4%
CC(C)c1ccc(COc2ccc(C(=O)N3CCOCC3)cc2)cc1	?	-26.6%	-5.6%	10.5%	6.1%	-24.9%	-23.4%[1.9 µM]	-7.6%[9.22 µM]
Cc1cccc(CNC(=O)C(=O)Nc2ccccc2C)c1	.	.	-4.3%	-14.1%	-14.5%	5.6%	.	.
O=C(O)CSc1nnnn1-c1ccc2c(c1)OCCO2	9.4%	5.9%	-0.4%	-1.6%	-7.0%	-5.5%	-18.8%	4.6%
Cc1cccc(Cc2ccc(Cl)nn2)c1	2.1%	1.0%	-8.5%	-4.6%	-11.7%	-2.1%	1.0%	-3.4%
Cc1oc(-c2ccccc2Cl)nc1CS(=O)(=O)CC(=O)NCc1ccc(F)cc1	.	.	-10.3%	1.2%	-14.0%	-14.3%	.	.
CCSc1nc2c(c(=O)[nH]c(=O)n2C)n1C/C=C(/C)Cl	14.1µM*	1.5%	-11.9%	-6.8%	-4.2%	29.2%	1.5%	-18.9%

Structural class: the compounds so far with a CF3 group.
SMILES	ALDH1A1 block	KDM4E inh	Tau ThT inhib	Tau FP inhib	Tau fluor cs	SMN2 splice enh	HTT cytoprotect	HTT aggregate
O=C1/C(=C\c2ccccn2)SC(=S)N1Nc1ncc(C(F)(F)F)cc1Cl	?	-1.3%	28.2µM*	?	-29.5%	-3.5%	16.9%	-8.3%
COc1ccc(-c2noc(CCC(=O)Nc3ccc(C(F)(F)F)cc3)n2)cc1	.	.	?	?	-18.0%	-33.6%[inhibitor]	.	.

(continued)
SMILES	ALDH1A1 block	KDM4E inh	Tau ThT inhib	Tau FP inhib	Tau fluor cs	SMN2 splice enh	HTT cytoprotect	HTT aggregate
COCCn1c(SCC(=O)Nc2ccc(F)cc2)nc2c(oc3ccccc32)c1=O	10.4%	-2.3%	-5.2%	-12.7%	-4.4%	-4.4%	.	19.5%
Cc1ccccc1-n1c(=O)cc(N2CCN(C(=O)c3ccco3)CC2)[nH]c1=O	?	-0.8%	-15.1%	-1.6%	-4.5%	-2.3%	7.6%[10 µM]	7.8%
Cc1cccc(Nc2nc(N)c([N+](=O)[O-])c(NCCO)n2)c1	-6.4%	1.9%	?	14.8%	3.8%	.	24.4%[10 µM]	9.1%[9.22 µM]
CC1(C)CNC(=O)CC(C)(C)N1	9.0%	0.1%	-3.0%	5.6%	-3.7%	3.3%	-0.4%	-37.5%
